# High-throughput results: PubChem BioAssay, Broad Institute
# miR122 inh: miR-122 inhibition in Huh7 cells; Huh7 miR-122 Renilla luciferase sensor, 48 h; neutral wells = 0, positive control = 100; activation (reporter increase), % at 12.5 µM; 340,000 compounds, 0.3% hits;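 active = mean replicate activation score at least 90 and every replicate individually at or above 90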;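 note: higher luciferase means less miR-122 activity so hits act as miR-122 inhibitors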
# Cneo AK release: causes C. neoformans cell lysis; adenylate kinase release luminescence, 4 h; normalised: neutral wells 0, clomiphene wells 100; lysis activity, % at 15 µM; 360,000 compounds, 0.2% hits; AID 651654;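 active = mean lysis activity across replicates of at least 80%, whatever share of replicates individually reach that level; inactive = mean lysis activity below 80%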
#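 Material: C. neoformans cells; Schedule: 4 h static compound exposure, 37 °C, read 1 h post-reagent; Measured by: adenylate kinase release luminescence; Read-out: signal increase indicating cell lysis; Controls: Clomiphene as positive lysis control.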
# esBAF inh: inhibitors of esBAF chromatin remodeling in mouse ES cells; Bmi1-luciferase knock-in reporter, 24 h; 100% = twice the neutral-well signal; 350,000 compounds, 2% hits; reporter increase, % at 12.5 µM; in the data active = activation above about 40%;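 note: 0% = median of the plate's neutral control wells and 100% = double that signal; a rise in the Bmi1 reporter signal indicates esBAF inhibition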
# SIRT5 block: blocks human SIRT5 desuccinylation of peptide; inhibition, % at 15 µM; Purified SirT5, succinyl-peptide AMC, trypsin-coupled fluorescence; 330,000 compounds, 1.1% hits; AID 652115; in the data active = inhibition above about 15%
# Target sequence (Q9NXA8 whole entry, looked up): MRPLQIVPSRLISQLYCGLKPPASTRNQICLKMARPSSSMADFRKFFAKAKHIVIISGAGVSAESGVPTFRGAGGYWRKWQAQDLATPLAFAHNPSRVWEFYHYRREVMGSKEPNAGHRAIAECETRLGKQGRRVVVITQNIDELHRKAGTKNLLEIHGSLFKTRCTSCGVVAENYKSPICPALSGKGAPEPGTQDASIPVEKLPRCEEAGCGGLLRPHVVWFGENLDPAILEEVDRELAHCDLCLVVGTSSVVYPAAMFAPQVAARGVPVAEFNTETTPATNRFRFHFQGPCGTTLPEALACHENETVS
# ERp5 block: inhibitors of human ERp5; Q15084; ERp5 insulin aggregation, absorbance 650 nm, 90 min; inhibition, % at 9.99 µM; 350,000 compounds, 0.05% hits; AID 651711;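 active = mean replicate inhibition above about 25%, with every replicate also reaching it, limit read from the data, passing the limit was not always enough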
# Target sequence (Q15084 whole entry, looked up): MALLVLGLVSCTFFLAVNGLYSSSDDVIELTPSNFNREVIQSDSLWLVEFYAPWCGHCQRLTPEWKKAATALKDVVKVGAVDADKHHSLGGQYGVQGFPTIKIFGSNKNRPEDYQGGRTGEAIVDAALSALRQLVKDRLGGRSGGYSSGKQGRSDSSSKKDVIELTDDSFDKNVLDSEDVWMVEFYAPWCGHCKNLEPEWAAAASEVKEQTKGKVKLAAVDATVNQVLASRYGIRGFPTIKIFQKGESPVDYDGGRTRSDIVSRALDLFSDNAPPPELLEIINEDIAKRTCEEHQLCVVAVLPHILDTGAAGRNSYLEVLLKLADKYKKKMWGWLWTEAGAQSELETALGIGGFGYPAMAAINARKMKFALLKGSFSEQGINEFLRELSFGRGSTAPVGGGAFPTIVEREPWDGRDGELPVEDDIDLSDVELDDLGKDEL
# C2C12 statin: suppression of simvastatin myotoxicity. C2C12 myotubes + simvastatin, ATP luminescence, 48 h; scaled: DMSO 0, geranylgeraniol control 100. rescue of ATP level, % at 7.49 µM. 330,000 compounds, 0.78% hits. AID 602340;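 active = mean ATP rescue above about 67%, or every replicate alone reaching that limit, limit read from the data, passing the limit was not always enough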;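 note: myotubes were challenged with 10 µM simvastatin during compound exposure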
# ARNT TACC3 PPI: disrupts binding between human ARNT and TACC3. AlphaScreen His-ARNT PAS-B/GST-TACC3 binding, luminescence; TACC3 fragment carries E629A point mutation. 390,000 compounds, 0.66% hits. inhibition, % at 9.99 µM. Q9Y6A5;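 active = mean inhibition of replicates at least 50% and at least half of replicates each reaching 50%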;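 note: 0% = complete ARNT plus TACC3 wells and 100% = ARNT alone without TACC3; many hits fall short of the cut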
# Numbers without * were called inactive; · = not tested or not shown; & = joins results of further samples; [ ] = dose if it differs, or a comment.
entry	smiles	miR122 inh	Cneo AK release	esBAF inh	SIRT5 block	ERp5 block	C2C12 statin	ARNT TACC3 PPI
1	CCOC(=O)C1(C)CCCN(C(=O)c2ccc(N(C)C)cc2)C1 (stereo unspecified)	0	1	3	-2	-1	-7	·
2	Cn1c(Cn2nnc3ccccc32)nnc1SCC(N)=O	0	1	-2	-3	1	-1	-3
3	Cc1ccc(S(=O)(=O)N2C[C@H]3n4c(=O)ccc(=O)n4C[C@H](OC(=O)NC4CCCC4)[C@@]3(O)C2)cc1	40	0	0	-3	-4	-9	·
4	C[C@H]1CN([C@@H](C)CO)C(=O)Cc2cc(NC(=O)Nc3ccc(C(F)(F)F)cc3)ccc2O[C@H]1CN(C)S(=O)(=O)c1cccs1	-10[16.7 µM]	-3	0	6	7	-92	16
5	Cn1nc(-c2ccccc2)c(CSc2cccc(Cl)c2)c1Cl	6	-1	-8	·	·	·	-2
6	C[C@@H]1CN([C@@H](C)CO)C(=O)Cc2cc(NC(=O)Cc3ccccc3)ccc2O[C@H]1CN(C)S(=O)(=O)c1ccc(Cl)cc1	-9[16.7 µM]	-2	2	12	2	5	7
7	CC(=O)c1cc2c(cc1NS(=O)(=O)c1ccc(C)cc1)OCCO2	-1	6	1	·	·	-11	-6
8	O=C1/C(=C/c2c[nH]c3ccccc23)CCC/C1=C\c1c[nH]c2ccccc12	10	-2	·	·	·	·	9
9	COc1cccc(CNC(=O)C[C@@H]2C=C[C@H](NC(=O)C3CC3)[C@H](CO)O2)c1	·	0	3	-2	-2	-2	-2
10	Cc1ccc(CNC(=O)C2CC(c3ccc([N+](=O)[O-])cc3)=NO2)cc1 (stereo unspecified)	0	1	1	1	4	6	-2
11	O=C(CSc1nccc(=O)[nH]1)N1c2ccccc2CCc2ccccc21	·	2	2	11	11	12	-8
12	Cc1ccc(C(=S)N2CCCCCC2)cc1	4	-1	3	-1	-3	-13	0
13	C[C@@H]1CCCCO[C@@H](CN(C)Cc2ccc(C(F)(F)F)cc2)[C@@H](C)CN([C@@H](C)CO)C(=O)c2cc(NC(=O)C3CCCCC3)ccc2O1	-4[16.7 µM]	3	2	·	·	·	5
14	O=C(C1CCCN1S(=O)(=O)c1cccc2nsnc12)N1CCN(c2ccc(F)cc2)CC1 (stereo unspecified)	-6	-1	-9	2	0	0	·
15	CCCNC(=O)N[C@H]1C=C[C@@H](CC(=O)NC2CCC2)O[C@@H]1CO	·	-1	2	-1	-6	6	-8
16	CCNC(=O)C[C@@H]1CC[C@H]2[C@@H](COc3ccc(NC(=O)c4ccccc4Cl)cc3C(=O)N2C)O1	0[16.7 µM]	14	2	·	·	4	-2
17	CCCC#Cc1cnc2c(c1)C(=O)N([C@H](C)CO)C[C@@H](C)[C@@H](CN(C)C(=O)Nc1ccccc1F)O2	-3[16.7 µM]	1	-1	5	0	24	3
18	Cc1ccc(C(=O)NNC2=NC(C)(C)Cc3ccccc32)cc1	·	0	-8	2	2	-1	0
19	O=C(Nc1ccc(Cl)cc1)N[C@H]1CC[C@H](CCNS(=O)(=O)c2ccccc2F)O[C@@H]1CO	·	0	1	-5	2	-2	-26
20	COc1cccc(CN2CC(C(=O)N(C)CCc3ccccc3)CCC2=O)c1 (stereo unspecified)	·	-1	1	0	-8	10	0
21	COc1ccc(OC)c(NC(=O)C2(C)CCN2C(=O)C(C)(C)c2ccccc2)c1 (stereo unspecified)	-8	0	-1	-40	-4	9	·
22	COc1ccccc1N(CC(=O)NCc1ccc(F)cc1)C(=O)CCC(=O)Nc1nccs1	1	0	-5	-6	-2	5	-14
23	C[C@H](CO)N1C[C@H](C)[C@H](CN(C)C(=O)Nc2ccc3c(c2)OCO3)Oc2ncc(C#CC3(O)CCCC3)cc2C1=O	·	54	-2	3	4	-1	5
24	N#Cc1c(C#N)c(O)c2ccccc2c1O	5	0	0	-1	-8	4	9
25	COc1cccc(SCc2noc(C(=O)NCCCN3CCOCC3)c2C(=O)NCCCN2CCOCC2)c1	-4	2	-2	·	·	1	-4
26	CCCn1c2c(c(O)c(C(=O)Nc3ccc(OCC)cc3)c1=O)CCCC2	10	3	-8	·	·	0	2
27	CC(=O)c1cccc(CN2CCCC(CCC(=O)NCc3ccc(C)o3)C2)c1 (stereo unspecified)	-2	14	-7	1	1	0	-1
28	C[C@@H]1CCCCO[C@H](CN(C)C(=O)Nc2ccc3c(c2)OCO3)[C@H](C)CN([C@H](C)CO)C(=O)c2cc(NC(=O)c3ccncc3)ccc2O1	0[16.7 µM]	1	30	-2	1	·	5
29	CCOc1ccc2nnnn2n1	-3	1	0	·	·	-10	-4
30	CCN1CCN(CCC(=O)Nc2cccc(C)c2)CC1	0	0	4	1	4	6	1
31	Cc1cc(C)cc(NC(=S)N2CCN(S(C)(=O)=O)CC2)c1	·	1	·	0	-2	·	·
32	C[C@H](CO)N1C[C@H](C)[C@@H](CN(C)S(C)(=O)=O)Oc2c(NC(=O)c3ccncc3)cccc2C1=O	3[16.7 µM]	0&0	0&-3	-3&-4	-6&0	11&7	-3&-1
33	COc1cccc(Nc2nc(CC(C)=O)ns2)c1	3	-1	·	·	·	·	-3
34	C[C@@H]1CN([C@@H](C)CO)C(=O)c2cc(NC(=O)C3CCCCC3)ccc2O[C@@H](C)CCCCO[C@@H]1CN(C)C(=O)CCCN(C)C	1	1&2	-2&-3	-2&2	1&3	0	1
35	O=C(Cc1ccccc1)NC(=S)Nc1ccc2oc(-c3ccccc3F)nc2c1	0	-4	7	·	·	-15	-25
36	CN(Cc1ccccc1)C(=O)c1nc[nH]c1C(=O)N1CCc2ccccc2C1	·	1	8	·	3	-4	1
37	O=C(C[C@H]1C=C[C@@H](NC(=O)Nc2ccc3c(c2)OCO3)[C@H](CO)O1)NCc1ccc(F)cc1	·	12	0	1	8	5	2
38	COc1ccc(/C=N/NC(=O)c2cc3c(ccc4ccccc43)o2)c(OC)c1	9	49	-1	-4	5	-7	-11
39	CN(C[C@H]1N[C@@H](CO)[C@H]1c1ccc(-c2cccc(F)c2)cc1)C(=O)CC1CC1	58[16.7 µM]	-2	0	0	-2	9	9
40	O=C(Nc1cccc(Cl)c1)c1csc([C@@H]2O[C@H](CO)[C@H](O)[C@H](O)[C@H]2O)n1	-2	0	3	-3	6	-3	·
41	O=C(Nc1nccs1)c1ccc2sc([C@H]3C[C@H](O)[C@@H](CO)O3)nc2c1	-9	0	37	0	5	-7	·
42	CN1CCN(c2ccncc2S(=O)(=O)N2CCCCC2)CC1	7	6	-3	1	-6	0	·
43	COc1ccc(-c2c3c(=O)n(C)c(=O)n(C)c3cn2-c2ccccc2O)cc1	7	0	·	-4	-3	·	14
44	O=C(Nc1ccc(N2CCOCC2)cc1)c1cnccn1	-2	-31	-74	2	1	-9	1
45	CCCNC(=O)Nc1ccc2c(c1)OC[C@H](C)N(CCC(F)(F)F)C[C@@H](C)[C@@H](OC)CN(C)C2=O	·	-3	3	4	6	26	-6
46	Cc1csc(N)n1	-6	0	-2	-4	2	-3	-4
47	Cc1ccc(CNC(=O)CNC(=O)c2c(C)nn(C)c2Cl)cc1	-2	·	·	0	-5	·	-3
48	CC(C)(C)c1ccc(S(=O)(=O)NCC(=O)Nc2sc3c(c2C(N)=O)CCCC3)cc1	1	1	-2	·	·	-3	-3
49	COc1cccc(S(=O)(=O)N2CC[C@@H]3[C@H]2c2cc(C4=CCCCC4)ccc2N(C)[C@H]3CO)c1	0[16.7 µM]	-11	-1	·	·	-5	-5
50	O=C([C@@H]1[C@@H](CO)[C@@H]2Cn3c(ccc(-c4cncnc4)c3=O)[C@@H]2N1CC1CC1)N1CCCCC1	-4[16.7 µM]	-2	3	1	0	-5	3

# Copied from above, compounds 36–46
entry	smiles	miR122 inh	Cneo AK release	esBAF inh	SIRT5 block	ERp5 block	C2C12 statin	ARNT TACC3 PPI
36	CN(Cc1ccccc1)C(=O)c1nc[nH]c1C(=O)N1CCc2ccccc2C1	·	1	8	·	3	-4	1
37	O=C(C[C@H]1C=C[C@@H](NC(=O)Nc2ccc3c(c2)OCO3)[C@H](CO)O1)NCc1ccc(F)cc1	·	12	0	1	8	5	2
38	COc1ccc(/C=N/NC(=O)c2cc3c(ccc4ccccc43)o2)c(OC)c1	9	49	-1	-4	5	-7	-11
39	CN(C[C@H]1N[C@@H](CO)[C@H]1c1ccc(-c2cccc(F)c2)cc1)C(=O)CC1CC1	58[16.7 µM]	-2	0	0	-2	9	9
40	O=C(Nc1cccc(Cl)c1)c1csc([C@@H]2O[C@H](CO)[C@H](O)[C@H](O)[C@H]2O)n1	-2	0	3	-3	6	-3	·
41	O=C(Nc1nccs1)c1ccc2sc([C@H]3C[C@H](O)[C@@H](CO)O3)nc2c1	-9	0	37	0	5	-7	·
42	CN1CCN(c2ccncc2S(=O)(=O)N2CCCCC2)CC1	7	6	-3	1	-6	0	·
43	COc1ccc(-c2c3c(=O)n(C)c(=O)n(C)c3cn2-c2ccccc2O)cc1	7	0	·	-4	-3	·	14
44	O=C(Nc1ccc(N2CCOCC2)cc1)c1cnccn1	-2	-31	-74	2	1	-9	1
45	CCCNC(=O)Nc1ccc2c(c1)OC[C@H](C)N(CCC(F)(F)F)C[C@@H](C)[C@@H](OC)CN(C)C2=O	·	-3	3	4	6	26	-6
46	Cc1csc(N)n1	-6	0	-2	-4	2	-3	-4

# (continued)
entry	smiles	miR122 inh	Cneo AK release	esBAF inh	SIRT5 block	ERp5 block	C2C12 statin	ARNT TACC3 PPI
51	CCCOc1ccc2ccccc2c1/C=N/n1cnnc1	-4	1	4	·	·	11	3
52	COc1ccc2c(c1OC)CN(C)CCc1cc3c(cc1C(O)C2)OCO3 (stereo unspecified)	-2	7	0	·	·	·	-3
53	C[C@H]1CN([C@@H](C)CO)C(=O)c2cc(-c3ccc(F)cc3)cnc2O[C@@H]1CN(C)CC1CCCC1	-9[16.7 µM]	3	-11	-2	22	8	8
54	CC(=O)c1cccc(CN2CCCC(CCC(=O)NCc3ccc(F)c(F)c3)C2)c1 (stereo unspecified)	-1	1	1	4	-3	6	-6
55	O=C(C[C@H]1C=C[C@H](NC(=O)Nc2ccc(F)cc2)[C@@H](CO)O1)NCc1cccc(F)c1	·	-2	-3	-4	·	1	-6
56	O=c1cc(CSc2nnc3ccccn23)c2c(ccc3ccccc32)o1	-3	0	·	·	·	·	-4
57	Cc1ccc(OC(=O)CCS(=O)(=O)c2ccc(C)cc2)cc1	·	-7	·	-1	-6	·	·
58	C[C@H](NC(=O)C[C@H]1C=C[C@@H](NC(=O)CN2CCOCC2)[C@H](CO)O1)c1ccccc1	·	12	-1	0	3	4	12
59	CC(C)NC(=O)Nc1ccc2c(c1)C(=O)N([C@@H](C)CO)C[C@@H](C)[C@H](CN(C)C(=O)Nc1ccc(C(F)(F)F)cc1)O2	-1[16.7 µM]	-2	0	2	6	9	0
60	COc1ccc(C2=NNC(c3cccnc3)=Nc3ccc(OC)cc32)cc1	·	0	·	-3	2	·	1
61	Cc1ccccc1/C=N/N1CCN(c2ccccc2)CC1	3	-1	23	·	·	-3	6
62	COc1ccc(-c2cnc3c(c2)C(=O)N([C@@H](C)CO)C[C@H](C)[C@H](CN(C)C(=O)CN(C)C)O3)cc1	6[16.7 µM]	5	3	-1	5	8	0
63	Cc1cccc(NC(=O)C2CCCN(S(=O)(=O)c3cccc4cccnc34)C2)c1 (stereo unspecified)	11	1	8	·	-7	-1	-1
64	COc1ccc(NC(=O)CCn2nc(C)cc2C)cc1	14	4	-5	·	·	24	0
65	COc1cc2c(C(=O)NCc3ccccn3)cn(C)c(=O)c2cc1OC	10	0	-7	·	·	·	-1

# Random draw from the library, and some 4% of all compounds hit somewhere here.
